hcDAF-12 act: H. contortus DAF-12 nuclear receptor activators, primary screen, cell-based, luminescence, HEK293, lit1-tk-luc reporter. actives 1.4% (n = 370,000). HEK293 hcDAF-12 lit1-tk-luc reporter; 0% DMSO, 100% Δ7-dafachronic acid. AID 652067, 2013. activation, % at 6.8 µM;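 active = activation above the mean of all tested compounds plus 3 SD, cut at about 5.5% in these data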;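 also: 100% = response to 3 µM Δ7-dafachronic acid high control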
ssDAF-12 act: S. stercoralis DAF-12 nuclear receptor activators, primary screen, cell-based, luminescence, HEK293, GRIP1 co-expression, lit1-tk-luc; HEK293 ssDAF-12/GRIP1 lit1-tk-luc reporter; % of 3 µM dafachronic acid response; activation, % at 6.8 µM; actives 1% (n = 370,000);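 active = activation above the mean over all tested compounds plus 3 SD, cut at about 0.9% in these data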;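 also: 0% = DMSO-only wells and 100% = 3 µM delta7-dafachronic acid wells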
hgDAF-12 ag: H. glycines DAF-12 receptor agonists, primary screen, cell-based, luminescence, HEK293, GAL4 fusion, UAS-luciferase; Nuclear hormone receptor DAF-12 (Heterodera glycines), GAL4 fusion; activation, % at 6.8 µM; HEK293 GAL4-hgDAF12 UAS-luciferase reporter, agonist luminescence; normalized to butyrate control; actives 1.8% (n = 370,000);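 active = activation above a cutoff set at the mean of all screened compounds plus 3 SD, cut at about 10% in these data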;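 also: 0% = DMSO wells and 100% = sodium butyrate wells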
DAX1 inh-1: DAX1 (NR0B1) inhibitors on StAR promoter, primary screen, cell-based, luminescence, SF-1 (NR5A1), full-length DAX-1. inhibition, % at 6.8 µM. actives 1.1% (n = 370,000). AID 652010, 2013. HEK293T StAR-luciferase reporter, SF-1/DAX-1 repression relief;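 active = inhibition above the mean over all tested compounds plus 3 SD, cut at about 3.6% in these data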;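 also: 0% = DAX-1 cells with DMSO and 100% = cells lacking DAX-1 with DMSO; higher inhibition means more luminescence from relief of DAX-1 repression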
HGIII-sPLA2 inh: human group III sPLA2 inhibitors, primary screen, biochemical, QFRET, BODIPY PC-A2 liposome substrate. Group 3 secretory phospholipase A2 (Homo sapiens), Q9NZ20. QFRET BODIPY PC-A2 liposome hydrolysis, fluorescence. inhibition, % at 12.2 µM. actives 0.56% (n = 370,000);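 active = inhibition above mean plus 3 SD of compounds lying within the high and low control bounds, cut at about 19% in these data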;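 also: 0% = median of test compound wells and 100% = no enzyme DMSO wells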
Target sequence (Q9NZ20 whole entry, looked up): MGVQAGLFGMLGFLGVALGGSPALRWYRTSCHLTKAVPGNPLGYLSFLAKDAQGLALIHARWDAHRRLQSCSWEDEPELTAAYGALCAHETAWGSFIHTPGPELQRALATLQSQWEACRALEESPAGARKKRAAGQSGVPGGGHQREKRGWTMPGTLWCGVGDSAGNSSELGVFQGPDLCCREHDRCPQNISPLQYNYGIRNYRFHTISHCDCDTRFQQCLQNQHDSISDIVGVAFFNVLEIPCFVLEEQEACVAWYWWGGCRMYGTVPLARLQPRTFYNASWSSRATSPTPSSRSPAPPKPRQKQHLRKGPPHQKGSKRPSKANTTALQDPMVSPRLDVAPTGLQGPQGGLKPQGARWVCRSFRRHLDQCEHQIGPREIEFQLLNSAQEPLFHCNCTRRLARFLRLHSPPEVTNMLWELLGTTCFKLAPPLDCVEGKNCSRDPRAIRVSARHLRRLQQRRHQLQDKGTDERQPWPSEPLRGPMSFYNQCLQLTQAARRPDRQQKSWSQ
DAX1 inh-2: DAX1 (NR0B1) inhibitors, primary screen, cell-based, HEK293, Gal4-DAX1, luciferase luminescence | inhibition, % at 6.75 µM | Nuclear receptor subfamily 0 group B member 1 (Homo sapiens), P51843 | AID 504766, 2011 | actives 0.99% (n = 340,000) | HEK293 Gal4-DAX1 luciferase reporter;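 active = inhibition above the mean over all tested compounds plus 3 SD, cut at about 4.2% in these data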;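 also: 0% = DAX1-transfected cells with DMSO and 100% = empty-vector control cells with DMSO; inhibition shows as a rise in luminescence from relieved DAX1 repression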
Target sequence (P51843 207-470 limits assumed): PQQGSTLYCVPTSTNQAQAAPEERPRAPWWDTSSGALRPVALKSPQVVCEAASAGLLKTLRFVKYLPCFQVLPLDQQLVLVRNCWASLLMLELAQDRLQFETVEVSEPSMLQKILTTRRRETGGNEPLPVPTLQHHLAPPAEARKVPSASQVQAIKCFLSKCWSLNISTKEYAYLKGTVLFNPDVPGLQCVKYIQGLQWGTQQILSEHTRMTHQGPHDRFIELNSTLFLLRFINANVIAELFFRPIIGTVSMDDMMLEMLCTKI
PLC-beta3 inh: human PLC-beta3 inhibitors, primary screen, biochemical, fluorescence; 1-phosphatidylinositol 4,5-bisphosphate phosphodiesterase beta-3 (Homo sapiens), Q01970; actives 0.18% (n = 370,000); inhibition, % at 12.2 µM; Purified PLC-beta3, fluorogenic substrate; in the data active = inhibition above about 11%;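 also: 0% = median of compound wells on plate and 100% = full blocker control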
GAA850 FXN act: FXN promoter activators, primary screen, cell-based, luciferase luminescence, HEK293 lucGAA850 | actives 0.56% (n = 360,000) | activation, % at 6 µM | HEK293 lucGAA850 FXN promoter luciferase reporter, 24 h; percent of 10 µM SAHA response | AID 540364, 2011;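 active = activation above the average of all compounds screened plus 3 SD, cutoff fixed separately per campaign, cut at about 7.5% in these data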;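 also: 0% = DMSO wells and 100% = 10 µM SAHA wells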
Rev-erbA mod: modulators of Rev-erb alpha DNA binding, primary screen, biochemical, FITC-DNA, fluorescence polarization, uHTS; Nuclear receptor subfamily 1 group D member 1 (Homo sapiens), P20393; Rev-erbα–FITC-DNA binding, 90 min; activity, % at 10 µM; actives 0.79% (n = 370,000);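 active = activity above about 14%, limit read from the data; passing the limit was not always enough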;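 also: 0% = DMSO wells with 35 nM protein and 100% = DMSO wells with 750 nM protein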
SMARCA2 act: SMARCA2 (BRM) function activators, primary screen, cell-based, luminescence, high throughput; actives 1% (n = 370,000); MG213 cells, MMTV-luciferase reporter, dexamethasone, overnight; activation, % at 9.1 µM; in the data active = activation above about 7.8%;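 also: 0% = vehicle wells and 100% = reference activator wells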
PG9 binder: binders of HIV-1 gp120 antibody PG9, primary screen, biochemical, TR-FRET | HIV-1 gp120 / PG9 antibody interaction | TR-FRET gp120-PG9 antibody binding | inhibition, % at 6.7 µM | actives 0.43% (n = 360,000) | AID 624416, 2012; in the data active = inhibition above about 8.5%
* = called active by the depositor; / = no result given.

Results follow in this order: hcDAF-12 act	ssDAF-12 act	hgDAF-12 ag	DAX1 inh-1	HGIII-sPLA2 inh	DAX1 inh-2	PLC-beta3 inh	GAA850 FXN act	Rev-erbA mod	SMARCA2 act	PG9 binder
O=C(COC(=O)c1cccc(OC(F)F)c1)Nc1cccc(S(=O)(=O)N2CCCC2)c1
    -0.7	-1.2	1.1	-0.1	-17	-0.6	-4	-0.2	6	-2	-1.2
Cc1ccccc1NC(=O)N(C)[C@H]1C[C@H]2c3[nH]c4c(-c5ccc6c(c5)OCO6)cccc4c3CCN2C[C@H]1[C@H](C)O
    -0.5	-1.0	5.6	-0.1	0	/	-14	/	-4	-3	/
C=CCn1c(O)c(C=Nc2ccc(CN3CCCCC3)cc2)c(=O)[nH]c1=S
    0.6	-0.8	0.4	-0.4	1	/	-6	1.1	5	-3	-4.0
COc1ccc(C(c2nnnn2Cc2cccs2)N2CCC(C(N)=O)CC2)c(OC)c1 (configuration not stated)
    -1.7	-0.8	-1.0	-0.1	8	-1.1	0	2.8	-1	-5	0.5
COc1ccccc1N1CCN(S(=O)(=O)c2ccc(F)cc2)CC1
    0.1	-0.9	-0.6	-0.7	1	0.6	6	1.6	5	1	-2.4
Nc1ccc(C(=O)OCc2csc(-c3ccccc3)n2)cc1[N+](=O)[O-]
    4.2	-1.4	3.0	0.7	5	0.1	3	0.4	2	0	-0.9
CC1CCCC(C)N1C(=O)CSc1nnc(NC(=O)c2cccs2)s1 (configuration not stated)
    -1.1	-1.4	-1.3	-0.1	-8	0.0	-52	0.5	-7	-1	-0.5
Cn1c(CNc2nc(-c3ccccc3)cs2)nnc1SCC(=O)c1ccccc1
    -0.8	-0.8	-0.8	-0.7	-39	-1.2	0	-1.3	5	-2	2.1
COc1ccc(S(=O)(=O)Nc2c(C)n(C)n(-c3ccccc3)c2=O)cc1C(=O)O
    1.8	0.2	1.6	0.6	3	1.1	2	0.8	0	-4	-1.2
CSc1sc(C(=O)N2CCc3ccccc32)cc1S(=O)(=O)C(C)C
    -1.4	-1.4	-2.5	-1.8	4	0.5	-10	-0.6	10	-3	2.4
C/C=C/C(=O)Nc1nnc(C2CCCCC2)s1
    -0.7	-1.4	2.0	-2.2	0	2.1	-5	-0.8	0	0	1.7
O=C(CC(=O)N/N=C\c1ccc([N+](=O)[O-])cc1)NCCc1ccccc1
    -0.8	-1.7	0.5	-1.1	-23	-0.5	-6	1.3	5	-2	-0.8
CC(C)CC(NC(=O)OC(C)(C)C)C(=O)O (configuration not stated)
    0.1	-1.0	-4.5	0.6	1	2.4	-18	-1.0	-6	1	-2.9
Cc1ccc(C2CC(c3cccc(Br)c3)Nc3nnnn32)cc1 (configuration not stated)
    -1.3	-1.6	0.8	-0.5	-15	0.2	-3	-0.5	-4	1	-1.0
Cc1ccnc(NS(=O)(=O)c2ccc(NC(=O)c3ccc4c(c3)OCCO4)cc2)n1
    2.3	-1.3	0.7	0.8	-11	1.7	0	1.4	-2	-1	-0.8
COc1ccc(OC(=O)c2cnc3n(c2=O)CCS3)cc1
    0.9	-0.4	1.1	0.0	4	0.4	-6	-0.6	-5	0	-1.6
COC(=O)c1ccc(OCC(=O)NC2CCCCCC2)cc1
    -0.9	-1.2	-2.0	1.7	0	-0.1	-2	3.5	-2	1	1.6
Cc1ccc(SCC(=O)NC(=O)c2ccc(S(=O)(=O)N(C)C)cc2)cc1C
    0.3	-0.8	-0.6	-0.1	-3	-0.2	0	1.4	-5	2	-1.9
CCOC(=O)c1sc(NNC(=O)c2ccc(F)cc2)nc1C
    1.5	-0.7	3.7	-0.5	13	2.8	-17	3.2	4	-2	-1.1
NC(=O)[C@@H]1CCOc2c(I)cc([N+](=O)[O-])cc2C(=O)N[C@@H](CO)C(=O)NCC(=O)N1
    -1.8	-1.0	2.9	-0.3	8	-0.3	-2	1.0	-3	-1	-2.1
CCOc1cc(-c2nc(-c3ccc(C)nc3OC)no2)cc(OCC)c1OCC
    -0.9	-1.3	-0.7	1.1	5	-1.2	4	-0.4	3	5	0.4
CCCOc1ccc(C(=O)Nc2ccc(S(=O)(=O)Nc3onc(C)c3C)cc2)cc1
    1.4	-0.7	2.7	0.5	-28	0.6	-2	2.8	-3	-2	-0.6
CCC1(C(=O)NC(=Nc2ccccc2)Nc2ccccc2)CCOC1=O (configuration not stated)
    -0.2	-0.8	-1.6	0.0	8	1.1	7	-0.6	5	-5	0.6
O=C1CCCCC1Nc1ccc2ccccc2c1 (configuration not stated)
    0.6	-0.6	3.2	0.5	6	0.1	-19	0.6	-2	2	-4.5
COc1ccc(C(=O)Nc2cccc(C)c2)cc1
    2.8	0.0	11*	4.0*	2	-0.4	6	2.6	-4	9.6*	-0.4
C/C(=N\Nc1cc(N2CCOCC2)ncn1)c1cccc([N+](=O)[O-])c1
    -2.8	-0.9	0.5	-0.3	-4	3.1	0	5.0	5	-1	0.0
COCCNC(=O)C1(C)CCN(C(=O)c2sccc2C)C1 (configuration not stated)
    2.4	-1.0	1.5	-0.4	1	/	5	-1.6	-4	4	-0.1
CCc1ccc2[nH]c(=O)c(CN(Cc3ccccc3)Cc3nnnn3Cc3ccco3)cc2c1
    -0.4	-1.3	-1.2	-0.1	-26	-1.5	-28	0.0	-10	1	0.6
O=C(NCc1ccccc1)c1ccccc1CO
    2.7	-0.8	-1.9	-0.6	-1	0.6	4	1.8	-3	0	-1.4
COc1cc2c(oc(=O)c3cc(C)cc(OC)c32)c2c(C3OC(C)C(O)C(C)(O)C3O)ccc(O)c12 (configuration not stated)
    0.4	-0.9	-4.0	-5.2	-2	-3.9	-89	2.8	-22	0	-3.7

Molecules from the list above with a COOH group, in the order listed:
Results follow in this order: hcDAF-12 act	ssDAF-12 act	hgDAF-12 ag	DAX1 inh-1	HGIII-sPLA2 inh	DAX1 inh-2	PLC-beta3 inh	GAA850 FXN act	Rev-erbA mod	SMARCA2 act	PG9 binder
COc1ccc(S(=O)(=O)Nc2c(C)n(C)n(-c3ccccc3)c2=O)cc1C(=O)O
    1.8	0.2	1.6	0.6	3	1.1	2	0.8	0	-4	-1.2
CC(C)CC(NC(=O)OC(C)(C)C)C(=O)O (configuration not stated)
    0.1	-1.0	-4.5	0.6	1	2.4	-18	-1.0	-6	1	-2.9

More records
| molecule | hcDAF-12 act | ssDAF-12 act | hgDAF-12 ag | DAX1 inh-1 | HGIII-sPLA2 inh | DAX1 inh-2 | PLC-beta3 inh | GAA850 FXN act | Rev-erbA mod | SMARCA2 act | PG9 binder |
| --- | --- | --- | --- | --- | --- | --- | --- | --- | --- | --- | --- |
| COC(=O)C1=C(\O)CCCC/C=C\1C(=O)O | -0.8 | -0.3 | 1.2 | -0.9 | -3 | -0.9 | 3 | 1.0 | -3 | 6 | -2.5 |
| CC(=O)Oc1ccc(C(=O)Nc2nnc(C)s2)cc1 | 1.0 | 0.3 | 5.1 | 1.5 | -1 | 1.8 | 2 | 0.6 | 3 | 4 | -1.1 |
| COc1cccc(/C=N/NC(=O)c2[nH]nc3c2CCc2ccccc2-3)c1 | -0.8 | -1.1 | 0.1 | -1.6 | 7 | / | -8 | -2.9 | -3 | -3 | 1.3 |
| O=C(CC(c1ccccc1)c1ccccc1)NCc1cccnc1 | -1.9 | -0.8 | -0.7 | 0.3 | 0 | -0.3 | 1 | -1.7 | 1 | -3 | -0.1 |
| O=C(CN1C(=O)CCSc2ccc(S(=O)(=O)N3CCCC3)cc21)Nc1ccccc1Cl | 0.2 | -0.7 | -2.5 | 0.0 | 6 | -1.0 | -9 | -0.6 | -1 | -2 | -0.5 |
| C/C(=N/NC(=O)NC12CC3CC(CC(C3)C1)C2)c1ccccc1 | -0.2 | -0.5 | 3.4 | -0.1 | -4 | 1.3 | 2 | 1.3 | 4 | -2 | -0.7 |
| Cc1ccc(NCCC(=O)c2cccs2)cc1 | 5.0 | 1.4* | 12* | 4.2* | 4 | 2.5 | 1 | 6.5 | 3 | 11* | -0.9 |
| Cc1oc(C(=O)O)cc1COc1ccc2c3c(c(=O)oc2c1C)CCC3 | -0.6 | -1.8 | -0.7 | 0.1 | 3 | -0.3 | -47 | 6.1 | -2 | 6 | 0.4 |
| CCCCN(CC)Cc1ccc(CNC(=S)Nc2ccc(C)cc2Cl)o1 | -3.6 | -2.5 | -10 | -0.6 | 9 | -3.8 | -9 | -14 | -1 | -10 | -0.6 |
| COCCN(CCOC)S(=O)(=O)c1ccc(C(=O)Nc2nnc(CSC)o2)cc1 | 5.0 | -0.2 | -3.0 | 0.9 | 5 | -0.2 | 9 | 0.8 | -2 | -4 | -0.2 |
| CCc1ccc2[nH]c(=O)c(CN(CCN(CC)CC)C(=S)NCc3ccco3)cc2c1 | 1.3 | -1.5 | -2.8 | 0.2 | -3 | -1.0 | -8 | -1.6 | 1 | -2 | 0.4 |
| Oc1oc(-c2ccco2)nc1C=Nc1ccccc1 | 0.0 | -1.0 | 0.0 | -0.1 | 1 | 0.2 | -3 | 2.0 | 13 | 1 | -6.7 |
| COc1cc(C(=O)N2CCN(CC(O)COc3ccccc3)CC2)cc(OC)c1OC (configuration not stated) | -0.9 | 0.1 | 0.2 | 0.8 | 3 | -0.6 | -3 | -0.2 | -6 | -3 | 0.1 |
| CCOc1ccc2cc(S(=O)(=O)n3ccnc3C)ccc2c1 | -1.5 | -1.3 | 0.1 | -0.2 | 1 | 0.5 | -6 | -1.0 | -1 | 2 | -0.8 |
| Cc1cccc(COc2ccccc2C(=O)NC2CCC(O)CC2)c1 (configuration not stated) | -1.4 | -1.1 | 2.2 | 1.5 | -3 | 0.1 | -6 | 1.9 | 1 | 3 | 0.6 |
| OC1c2cc(Cl)ccc2-c2c(Cl)cc(Cl)cc21 (configuration not stated) | 4.2 | -0.4 | 2.0 | -1.6 | -14 | 5.4* | 2 | 2.9 | 2 | 3 | 0.2 |
| COC(=O)c1ccc(C(=O)OC)c(NC(=O)COC(=O)CC2CC3CCC2C3)c1 (configuration not stated) | -0.7 | -0.9 | 1.8 | -0.7 | 8 | 1.7 | -5 | -0.5 | 5 | 1 | 1.5 |
